XBP1 UPR activ: activators of adaptive XBP1 UPR arm, primary screen, cell-based, CHO-XBP1 luciferase reporter, luminescence, uHTS | AID 463104, 2010 | IRE1-XBP1 UPR activation; percent of tunicamycin response, DMSO as zero | actives 0.33% (n = 330,000) | activation, % at 20 µM;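 active means versus positive control, 20 µM dose yields 30% or more activation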;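 further: 100% = tunicamycin at 10 µg/mL and 0% = DMSO only wells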
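Signal: luciferase luminescence; Assay system: CHO-XBP1 luciferase reporter cells; Amount: one thousand reporter cells per well; Dosing: 20 µM single concentration, DMSO 1%; Benchmarks: high control tunicamycin 10 µg/mL final, low control DMSO vehicle only; Schedule: 6 h compound exposure at 37 °C, 5% CO2; Evaluation: percent activation relative to tunicamycin reference.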
Mdm2-MdmX inh: inhibitors of human Mdm2-MdmX association, primary screen, cell-based, luminescence, split luciferase, SaOS-2, uHTS. SaOS-2 split-luciferase Mdm2/MdmX complementation. actives 3% (n = 330,000). AID 485346, 2010. inhibition, % at 8 µM;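 active means inhibition of at least 50% at 8 µM in the primary screen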
Gli-Sufu block: Gli-Sufu pathway antagonists, primary screen, luciferase luminescence, Sufu-KO-LIGHT cells, uHTS; Sufu-KO-LIGHT fibroblasts, Gli luciferase reporter luminescence; AID 588413, 2011; actives 0.74% (n = 340,000); inhibition, % at 5 µM;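 active means inhibition above about 55%, limit read from the data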;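 further: 0% = DMSO-treated cells and 100% = wells with medium but no cells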
CCR6 antag: CCR6 receptor antagonists, primary screen, cell-based, CHO-K1, luminescence, beta-arrestin, uHTS | C-C chemokine receptor type 6 (Homo sapiens), P51684 | CHO-K1 CCR6 PathHunter beta-arrestin, CCL20-stimulated | inhibition, % at 20 µM | actives 0.49% (n = 340,000) | AID 493098, 2011;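 active means compounds whose inhibition of the agonist-driven luminescence signal at 20 µM reaches about 50%, limit read from the data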;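 further: cells stimulated with CCL20 at 14 nM final; plate controls were DMSO with CCL20 for no effect and DMSO without agonist for full effect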
Target sequence (P51684 whole entry, looked up): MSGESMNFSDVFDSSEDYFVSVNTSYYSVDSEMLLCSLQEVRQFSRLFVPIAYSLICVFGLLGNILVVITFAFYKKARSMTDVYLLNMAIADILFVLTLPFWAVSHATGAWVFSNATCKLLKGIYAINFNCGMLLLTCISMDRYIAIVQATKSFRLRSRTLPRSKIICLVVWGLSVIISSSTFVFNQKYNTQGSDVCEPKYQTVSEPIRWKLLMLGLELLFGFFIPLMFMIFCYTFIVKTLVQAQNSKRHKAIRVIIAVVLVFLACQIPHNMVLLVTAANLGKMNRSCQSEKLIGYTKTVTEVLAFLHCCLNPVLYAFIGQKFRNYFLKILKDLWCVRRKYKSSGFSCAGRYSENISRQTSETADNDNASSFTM
CXCR6 inh: CXCR6 receptor inhibitors, primary screen, cell-based, beta-arrestin, luminescence, CHO-K1 PathHunter, 1536-well; AID 602244, 2012; actives 0.36% (n = 360,000); inhibition, % at 20 µM; C-X-C chemokine receptor type 6 (Homo sapiens), O00574; in the data active means inhibition above about 34%, passing the limit was not always enough;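 further: antagonist mode with CXCL16 agonist at 10 nM final; 0% = 10 nM CXCL16 with DMSO and 100% = unstimulated wells without agonist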
Target sequence (O00574 whole entry, looked up): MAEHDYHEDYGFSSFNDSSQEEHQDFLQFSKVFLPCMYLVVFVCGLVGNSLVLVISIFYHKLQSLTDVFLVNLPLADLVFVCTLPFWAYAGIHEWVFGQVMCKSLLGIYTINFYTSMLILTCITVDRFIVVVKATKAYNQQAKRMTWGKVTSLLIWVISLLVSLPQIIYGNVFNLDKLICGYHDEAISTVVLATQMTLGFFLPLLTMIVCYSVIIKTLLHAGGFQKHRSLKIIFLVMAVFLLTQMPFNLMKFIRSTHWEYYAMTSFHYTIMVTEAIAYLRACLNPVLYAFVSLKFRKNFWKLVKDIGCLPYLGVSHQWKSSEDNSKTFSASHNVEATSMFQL
Jurkat NFkB inh: inhibitors of induced NF-kB luciferase reporter, primary screen, TCR NF-kB activation inhibitor project, cell-based, luminescence, uHTS. Jurkat, PMA/ionomycin-induced NF-kB luciferase reporter. inhibition, % at 4 µM. actives 0.53% (n = 330,000). AID 435003, 2010; in the data active means inhibition above about 50%
UPR CHOP act: activators of apoptotic CHOP UPR arm, primary screen, cell-based, CHO-CHOP luciferase reporter, luminescence, uHTS; UPR activation; percent of tunicamycin response over DMSO baseline; activation, % at 10 µM; actives 0.34% (n = 330,000); AID 449763, 2010;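 active means at 10 µM dose, activation of 40% or more, normalized to positive control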;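 further: 100% = tunicamycin at 10 µg/mL and 0% = DMSO alone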
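System: CHO CHOP reporter cells. Amount: 500 cells per well. Buffer or medium: F12 medium, 10% FBS. Compound dosing: one dose, 10 µM in 0.5% DMSO. Incubation: 6 h compound exposure at 37 °C after overnight seeding. Technique: Steady-Glo luciferase luminescence. Benchmarks: tunicamycin and DMSO controls.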
697 NFkB inh: inhibitors of PMA/ionomycin-induced NF-kB reporter, 697 cells, primary screen, B-cell NF-kB inhibitor project, cell-based, luminescence, uHTS. 697 B-cell NF-kB luciferase reporter, 16 h. inhibition, % at 4 µM. actives 0.33% (n = 330,000). AID 435022, 2010; in the data active means inhibition above about 35%
EBI2 block: EBI2 receptor antagonists, beta-arrestin recruitment, primary screen, cell-based, luminescence, 7a,25-OHC stimulation, uHTS. G-protein coupled receptor 183 (Homo sapiens), P32249. 7a,25-OHC stimulated. inhibition, % at 5 µM. actives 0.81% (n = 360,000); in the data active means inhibition above about 38%;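 further: enzyme fragment complementation signal reports receptor beta-arrestin coupling in cells; 0% = agonist plus DMSO wells and 100% = wells without agonist; some results beyond the cut were filed as inactive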
Target sequence (P32249 whole entry, looked up, the tested form may be a part): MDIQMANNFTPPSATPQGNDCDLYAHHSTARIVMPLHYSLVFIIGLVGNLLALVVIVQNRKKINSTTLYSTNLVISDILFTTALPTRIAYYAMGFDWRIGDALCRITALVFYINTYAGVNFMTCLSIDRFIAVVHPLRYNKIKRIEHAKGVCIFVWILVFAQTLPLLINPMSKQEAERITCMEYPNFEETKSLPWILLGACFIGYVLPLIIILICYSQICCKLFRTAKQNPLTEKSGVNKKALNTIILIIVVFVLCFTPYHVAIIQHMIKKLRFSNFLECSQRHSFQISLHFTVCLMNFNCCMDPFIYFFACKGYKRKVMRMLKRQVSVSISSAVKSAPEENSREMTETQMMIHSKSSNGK
The depositor's hits bear a star. Outcome played no part in choosing rows. Share with any hit: about 5%.

Results for CCC(C)[C@H](NC(=O)N1CC(=O)Nc2ccccc21)C(=O)N[C@@H](Cc1c[nH]c2ccccc12)C(=O)O (stereo partly specified) ?
XBP1 UPR activ: -2; Mdm2-MdmX inh: 3; Gli-Sufu block: 5; CCR6 antag: -1; CXCR6 inh: 1; Jurkat NFkB inh: 7; UPR CHOP act: 1.2; 697 NFkB inh: 12; EBI2 block: 1

Results for Cc1csc(=O)n1CCC(=O)O ?
XBP1 UPR activ: 0; Mdm2-MdmX inh: 7; Gli-Sufu block: 0; CCR6 antag: -3; CXCR6 inh: -4; Jurkat NFkB inh: -18; UPR CHOP act: -0.5; 697 NFkB inh: 7; EBI2 block: -4

What do the screens show for `CC[N+](C)(CC)CCC(c1ccccc1)C1CCCCC1` (stereo unspecified)?
XBP1 UPR activ: -3; Mdm2-MdmX inh: 25; Gli-Sufu block: 56*; CCR6 antag: 12; CXCR6 inh: -2; Jurkat NFkB inh: 1; UPR CHOP act: 0.6; 697 NFkB inh: 5; EBI2 block: -7

Results for Cc1cc(Nc2nnnn2-c2ccccc2)n(-c2ccccc2)n1 ?
XBP1 UPR activ: 1; Mdm2-MdmX inh: 21; Gli-Sufu block: 5; CCR6 antag: 7; CXCR6 inh: 1; Jurkat NFkB inh: -4; UPR CHOP act: -2.6; 697 NFkB inh: 24; EBI2 block: -12

Results for O=C(OCc1nc2ccsc2c(=O)[nH]1)c1cc(Br)c(Br)s1 ?
XBP1 UPR activ: -5; Mdm2-MdmX inh: 13; Gli-Sufu block: -3; CCR6 antag: 8; CXCR6 inh: 1; Jurkat NFkB inh: -1; UPR CHOP act: 0.9; 697 NFkB inh: 5; EBI2 block: -4

What do the screens show for `N#Cc1c(NC(=O)C2C3C=CC(C3)C2C(=O)O)sc2c1CCCCC2` (stereo unspecified)?
XBP1 UPR activ: 0; Mdm2-MdmX inh: 10; Gli-Sufu block: -4; CCR6 antag: 1; CXCR6 inh: 4; Jurkat NFkB inh: 5; UPR CHOP act: -0.5; 697 NFkB inh: 3; EBI2 block: 3

How did COC(=O)[C@H](C)NC(=O)Nc1cc(Cl)ccc1C do in these assays?
XBP1 UPR activ: -2; Mdm2-MdmX inh: 7; Gli-Sufu block: 1; CCR6 antag: -4; CXCR6 inh: 0; Jurkat NFkB inh: 6; UPR CHOP act: -2.8; 697 NFkB inh: 4; EBI2 block: 4

Results for Cc1ccc2nc3c(cc(C(=O)NCc4ccco4)c(=N)n3C3CCCC3)c(=O)n2c1 ?
XBP1 UPR activ: 2; Mdm2-MdmX inh: 16; CXCR6 inh: 14; Jurkat NFkB inh: 15; UPR CHOP act: 2.8; 697 NFkB inh: 1; EBI2 block: -1

What do the screens show for `COc1cc([N+](=O)[O-])c(OC)cc1SCc1n[nH]c(=S)n1-c1ccc(C)cc1`?
XBP1 UPR activ: -2; Mdm2-MdmX inh: -6; Gli-Sufu block: 5; CCR6 antag: 20; CXCR6 inh: 6; Jurkat NFkB inh: 9; UPR CHOP act: 1.5; 697 NFkB inh: 28; EBI2 block: 8

What do the screens show for `CCOC(=O)C1(CC2CCCCO2)CCN(Cc2cccnc2)CC1` (stereo unspecified)?
XBP1 UPR activ: 1; Mdm2-MdmX inh: -2; Gli-Sufu block: -2; CCR6 antag: 12; CXCR6 inh: -5; Jurkat NFkB inh: -17; UPR CHOP act: -0.8; 697 NFkB inh: 14; EBI2 block: -6

What do the screens show for `CCOc1ccc(C=NC23CN4CN(CN(C4)C2)C3)cc1`?
XBP1 UPR activ: -1; Mdm2-MdmX inh: 9; Gli-Sufu block: 6; CCR6 antag: 12; CXCR6 inh: -3; Jurkat NFkB inh: 10; UPR CHOP act: -1.0; 697 NFkB inh: 15; EBI2 block: -1

What do the screens show for `O=C(Cc1ccc(Cl)cc1)Nc1ccc(S(=O)(=O)N2CCOCC2)cc1`?
XBP1 UPR activ: 12; Mdm2-MdmX inh: -9; Gli-Sufu block: -9; CCR6 antag: -4; CXCR6 inh: -6; Jurkat NFkB inh: 14; UPR CHOP act: 1.4; 697 NFkB inh: 8; EBI2 block: 1

How did c1ccc2nc3c(ccc4ccccc43)cc2c1 do in these assays?
Gli-Sufu block: -28; CCR6 antag: -2; CXCR6 inh: -4; EBI2 block: 5

How did CCOC(=O)c1ccc(N(C(=O)c2ccco2)C(C(=O)NC2CCCC2)c2ccncc2)cc1 (stereo unspecified) do in these assays?
XBP1 UPR activ: 3; Mdm2-MdmX inh: 14; Gli-Sufu block: 25; CCR6 antag: 6; CXCR6 inh: 10; Jurkat NFkB inh: 5; UPR CHOP act: 4.7; 697 NFkB inh: 9; EBI2 block: -3

How did O=C(Nc1ccccc1-c1nnn(CC(=O)N2CCCc3ccccc32)n1)c1cccc(Cl)c1 do in these assays?
XBP1 UPR activ: -2; Mdm2-MdmX inh: 23; Gli-Sufu block: -6; CCR6 antag: 4; Jurkat NFkB inh: 6; UPR CHOP act: 1.6; 697 NFkB inh: -1

How did O=S(=O)(NC1CC1)c1ccc(S(=O)(=O)N2CCCc3ccccc32)cc1 do in these assays?
XBP1 UPR activ: -1; Mdm2-MdmX inh: 32; Gli-Sufu block: 15; CCR6 antag: 8; CXCR6 inh: 30; Jurkat NFkB inh: 4; UPR CHOP act: -1.8; 697 NFkB inh: 12; EBI2 block: 4

Results for Cc1cccc(C)c1NC(=O)Nc1ccccc1-n1ccnc1 ?
XBP1 UPR activ: -2; Mdm2-MdmX inh: 14; Gli-Sufu block: 9; CCR6 antag: 5; CXCR6 inh: 4; Jurkat NFkB inh: 8; UPR CHOP act: 1.4; 697 NFkB inh: 14; EBI2 block: 8

What do the screens show for `NC(=O)c1ccc(=O)n(Cc2ccc(F)c(F)c2)c1`?
XBP1 UPR activ: -1; Mdm2-MdmX inh: 9; Gli-Sufu block: -8; CCR6 antag: -14; CXCR6 inh: 0; Jurkat NFkB inh: -2; UPR CHOP act: 1.7; 697 NFkB inh: 13; EBI2 block: -10

How did CCOP(=O)(O)c1ccccc1OCCCCCOc1ccccc1P(=O)(O)OCC do in these assays?
XBP1 UPR activ: 0; Mdm2-MdmX inh: 20; Gli-Sufu block: 4; CCR6 antag: -9; CXCR6 inh: -4; Jurkat NFkB inh: 13; UPR CHOP act: -1.1; 697 NFkB inh: 3; EBI2 block: -12

What do the screens show for `O=C(COC(=O)c1ccc2c(c1)OCCO2)Nc1cccc(S(=O)(=O)N2CCOCC2)c1`?
XBP1 UPR activ: 1; Mdm2-MdmX inh: 2; Gli-Sufu block: -3; CCR6 antag: -1; CXCR6 inh: -3; Jurkat NFkB inh: -1; UPR CHOP act: -1.4; 697 NFkB inh: -3; EBI2 block: -4

How did CCOc1ccccc1N(CC(=O)Nc1ccccc1C(=O)N1CCOCC1)S(C)(=O)=O do in these assays?
XBP1 UPR activ: 1; Mdm2-MdmX inh: 3; Gli-Sufu block: 0; CCR6 antag: -10; CXCR6 inh: 0; Jurkat NFkB inh: -17; UPR CHOP act: 1.2; 697 NFkB inh: -39; EBI2 block: -3

How did O=C(Nc1nnc(CCS(=O)(=O)c2ccc3ccccc3c2)s1)c1cccs1 do in these assays?
XBP1 UPR activ: 0; Mdm2-MdmX inh: 20; Gli-Sufu block: 1; CCR6 antag: -5; CXCR6 inh: 2; Jurkat NFkB inh: 5; UPR CHOP act: 1.2; 697 NFkB inh: 2; EBI2 block: 1

Results for O=C1N[C@@H](c2ccccc2)COC(=O)[C@H](Cc2ccc(F)cc2)C/C=C\C[C@H]1CC(=O)N(CCO)Cc1ccccc1 ?
Gli-Sufu block: 13; CCR6 antag: 10; CXCR6 inh: -2; EBI2 block: -11

How did O=C(CNC(=O)c1ccc(S(=O)(=O)N2CCCC2)cc1)N/N=C/c1ccccc1 do in these assays?
XBP1 UPR activ: -1; Mdm2-MdmX inh: 2; Gli-Sufu block: 4; CCR6 antag: -9; CXCR6 inh: -5; Jurkat NFkB inh: 10; UPR CHOP act: -1.5; 697 NFkB inh: 10; EBI2 block: 21

What do the screens show for `CN(C)CC(=O)N1c2ccccc2Sc2ccc(Cl)cc21`?
XBP1 UPR activ: 1; Mdm2-MdmX inh: 11; Gli-Sufu block: -3; CCR6 antag: 9; CXCR6 inh: -6; Jurkat NFkB inh: -10; UPR CHOP act: -1.4; 697 NFkB inh: -1; EBI2 block: -1

What do the screens show for `O=C(c1ccc(N2CCCC2)c([N+](=O)[O-])c1)N1CCN(S(=O)(=O)c2ccc(Cl)cc2)CC1`?
XBP1 UPR activ: -1; Mdm2-MdmX inh: 13; Gli-Sufu block: 2; CCR6 antag: 18; CXCR6 inh: 6; Jurkat NFkB inh: -7; UPR CHOP act: 1.8; 697 NFkB inh: -13; EBI2 block: 31

Results for CCOC(=O)C1=C(C)NC(=O)C1CC(=O)Nc1ccccc1 (stereo unspecified) ?
XBP1 UPR activ: -2; Mdm2-MdmX inh: 18; Jurkat NFkB inh: 4; UPR CHOP act: 2.2; 697 NFkB inh: 12

How did Cc1ccc(OCC(=O)Nc2nnc(S(=O)(=O)N3CCCCCC3)s2)cc1 do in these assays?
XBP1 UPR activ: -3; Mdm2-MdmX inh: -12; Gli-Sufu block: 4; CCR6 antag: 5; CXCR6 inh: -4; Jurkat NFkB inh: 7; UPR CHOP act: 0.2; 697 NFkB inh: 12; EBI2 block: -2

What do the screens show for `COc1ccc(CNC(=O)CN(c2ccc(OC)cc2)S(=O)(=O)c2c(C)[nH]c(=O)[nH]c2=O)cc1`?
XBP1 UPR activ: -3; Mdm2-MdmX inh: -3; Gli-Sufu block: 2; CCR6 antag: -2; CXCR6 inh: -4; Jurkat NFkB inh: 13; UPR CHOP act: -0.6; 697 NFkB inh: 2; EBI2 block: 0

What do the screens show for `COc1ccc(C)cc1NC(=O)NCCC1=CCCCC1`?
XBP1 UPR activ: 1; Mdm2-MdmX inh: 2; Gli-Sufu block: 2; CCR6 antag: -3; CXCR6 inh: 2; Jurkat NFkB inh: 10; UPR CHOP act: 1.1; 697 NFkB inh: 12; EBI2 block: 4

In the list so far, 2 contain a furan ring, fused or not.
Results for Cc1ccc2nc3c(cc(C(=O)NCc4ccco4)c(=N)n3C3CCCC3)c(=O)n2c1 ?
XBP1 UPR activ: 2; Mdm2-MdmX inh: 16; CXCR6 inh: 14; Jurkat NFkB inh: 15; UPR CHOP act: 2.8; 697 NFkB inh: 1; EBI2 block: -1

How did CCOC(=O)c1ccc(N(C(=O)c2ccco2)C(C(=O)NC2CCCC2)c2ccncc2)cc1 (stereo unspecified) do in these assays?
XBP1 UPR activ: 3; Mdm2-MdmX inh: 14; Gli-Sufu block: 25; CCR6 antag: 6; CXCR6 inh: 10; Jurkat NFkB inh: 5; UPR CHOP act: 4.7; 697 NFkB inh: 9; EBI2 block: -3

Screening data: PubChem, Sanford-Burnham Center for Chemical Genomics
